Screening data as filed in PubChem BioAssay.
APP 5'UTR act – activates APP 5'UTR luciferase reporter | 1% of 190,000 active | SH-SY5Y APP 5'UTR luciferase reporter, luminescence; zero percent = DMSO vehicle wells | activation, % at 2 µM;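 active means activation above a set limit, based on mean plus 3 SD of controls, cut at about 140% in these data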; further: values of inactives mirror those of a sister screen read the other way
STAT3 act – STAT3 signaling activation | 0.91% of 190,000 active | activation (% of control), % at 5.6 µM | AID 871 | U3A cells, IL-6 STAT3-luciferase reporter, luminescence; 100% = signal with IL-6 EC80 alone;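 active means activation above the screen-wide mean of compound activation plus 3 SD, cut at about 130% in these data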;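 further: 0% = background luminescence of wells with medium and substrate only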
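system = STAT3-luciferase reporter U3A cells | reagent = IL-6 stimulus at 33 ng/mL final | timing = 1 h compound pre-exposure, 6 h IL-6 stimulation, 37 °C | measured by = luminescence | evaluation = % activation versus median of IL-6-stimulated wells | control set = IL-6-only wells as 100% reference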
FLuc act counter – firefly luciferase counter-screen for stimulation assays; activation factor at 10 µM; ATPlite luciferase biochemical, luminescence, 10 min; 0 = ATP-free wells, 1 = DMSO control; AID 1027; 200,000 tested, under 10 active;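 active means luciferase activation factor, scaled between plate controls, of at least 2 with compound at 10 µM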
Target sequence (P08659 whole entry, looked up): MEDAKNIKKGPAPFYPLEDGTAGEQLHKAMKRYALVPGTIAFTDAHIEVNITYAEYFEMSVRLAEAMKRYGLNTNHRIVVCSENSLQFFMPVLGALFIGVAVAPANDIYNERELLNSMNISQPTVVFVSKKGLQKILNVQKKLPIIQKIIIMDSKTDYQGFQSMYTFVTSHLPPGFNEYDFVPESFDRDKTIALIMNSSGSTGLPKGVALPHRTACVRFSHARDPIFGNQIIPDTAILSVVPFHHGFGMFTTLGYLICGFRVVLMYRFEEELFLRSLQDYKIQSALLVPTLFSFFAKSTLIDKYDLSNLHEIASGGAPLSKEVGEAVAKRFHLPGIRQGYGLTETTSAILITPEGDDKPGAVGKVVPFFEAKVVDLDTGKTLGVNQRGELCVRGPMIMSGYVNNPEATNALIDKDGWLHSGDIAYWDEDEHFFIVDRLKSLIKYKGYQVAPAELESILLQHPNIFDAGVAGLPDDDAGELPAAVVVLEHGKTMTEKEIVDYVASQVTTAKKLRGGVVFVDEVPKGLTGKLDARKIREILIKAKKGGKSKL
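Assay system: Luciferase/luciferin detection reagent, cell-free biochemical luciferase assay / Also added: ATP substrate / Schedule: 10 min at ambient temperature / Measured by: luminescence measurement of luciferase light output / Benchmarks: low control with PBS replacing ATP, high control enzyme plus ATP without compound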
STAT3 inh – inhibitors of IL-6 induced STAT3 signaling; 0.89% of 190,000 active; inhibition, % at 5.5 µM; U3A cells, IL-6 STAT3-luciferase reporter, luminescence; host cell line lacks STAT1;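 active means inhibition above the mean inhibition across all screened compounds plus 3 SD, cut at about 44% in these data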;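 further: 0% = DMSO only wells and 100% = 100 µM nifuroxazide control wells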
FLuc inh counter – inhibits firefly luciferase, flagging false hits in luciferase inhibition screens; P08659; ATPLite firefly luciferase biochemical luminescence, 10 min; inhibition, % at 10 µM; 1.5% of 200,000 active;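 active means inhibition above about 50% when tested at 10 µM, limit read from the data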
ROMK primary – modulators of human ROMK potassium channel. 2% of 130,000 active. Tet-inducible ROMK, thallium flux fluorescence; actives lie on both sides. AID 1918. B-score at 10 µM. P48048;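 active means signal ratio slope over the read window, or its plate-corrected B-score, at least 3 SD from the plate mean, either direction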;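 further: B-score of the F/F0 ratio slope over 7 to 12 s after thallium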
Target sequence (P48048 whole entry, looked up): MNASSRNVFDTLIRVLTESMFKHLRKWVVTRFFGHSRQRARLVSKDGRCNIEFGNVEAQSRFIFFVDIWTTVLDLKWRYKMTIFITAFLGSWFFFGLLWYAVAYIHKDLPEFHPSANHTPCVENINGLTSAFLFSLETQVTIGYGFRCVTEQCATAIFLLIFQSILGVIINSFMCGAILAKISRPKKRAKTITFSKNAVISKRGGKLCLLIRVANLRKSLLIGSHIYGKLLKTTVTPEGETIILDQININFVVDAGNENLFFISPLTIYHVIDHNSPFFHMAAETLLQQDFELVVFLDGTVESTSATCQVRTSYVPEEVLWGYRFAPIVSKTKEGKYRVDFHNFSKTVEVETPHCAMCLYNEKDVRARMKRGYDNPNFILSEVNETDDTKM
STAT1 activator – increases IFN-gamma driven STAT1 reporter signal. 2.6% of 200,000 active. AID 932. NIH 3T3 STAT1-luciferase reporter, luminescence; 100% = IFN-gamma alone, no compound. activation (% of control), % at 5.5 µM;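 active means activation above the screen-wide mean activation plus 3 SD, cut at about 130% in these data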;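 further: raw ratio to IFN-gamma control signal so 100% means no change and 0% no light; values of inactives mirror those of a sister screen read the other way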
STAT1 blocker – STAT1 signaling inhibition; NIH 3T3 STAT1-luciferase reporter, IFN-gamma, luminescence; inhibition, % at 5.5 µM; 0.35% of 200,000 active;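 active means inhibition above a set limit, the mean inhibition across all tested compounds plus 3 SD, cut at about 34% in these data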;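 further: 0% = IFN-gamma with DMSO and 100% = IFN-gamma with 300 µM nifuroxazide; values of inactives mirror those of a sister screen read the other way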
APP transl inh – APP translation inhibition; SH-SY5Y APP 5'UTR-luciferase reporter, luminescence; inhibition, % at 2 µM; 0.82% of 190,000 active;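 active means inhibition above a set limit, derived from the sample mean plus 3 SD, cut at about 45% in these data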; further: values of inactives mirror those of a sister screen read the other way
NF-kB neuron act – raises NF-kB expression in human neuronal cells; NF-kB reporter expression; stronger effect = higher value; 1.6% of 190,000 active; fold change at 12.5 µM; in the data active means fold change above about 3.3
The depositor's hits bear a star; / = no result given.

Compound	STAT3 act	FLuc inh counter	STAT1 activator	APP transl inh	APP 5'UTR act	ROMK primary	FLuc act counter	STAT3 inh	NF-kB neuron act	STAT1 blocker
CCOc1ccc(-c2nn(-c3ccccc3)cc2/C=C2\SC(N)=NC2=O)cc1C	94	-4	99	0	0	/	1	8	1.2	2
CC(=O)Nc1nc(COc2ccccc2)cs1	105	6	122	-42	42	/	0.9	-5	2.6	-24
O=[N+]([O-])/C=C/c1c(OCc2ccccc2)ccc2ccccc12	95	-4	107	-9	9	-0.57	1	12	0.23	-7
CSc1ccc(/C=N/Nc2nc(C)cc(C)n2)cc1	96	4	108	-32	32	0.061	1	5	0.52	-9
C[C@H](NC(=O)Nc1ccc2c(c1)OCCO2)C(=O)O	93	-4	97	4	-4	1.4	1	10	0.96	4
O=C(c1ccc(Cl)cc1)c1cnc2ccccn12	98	6	121	-22	22	-0.21	0.9	8	2.5	-23
CCOc1ccc(S(=O)(=O)n2cc(-c3ccc(F)cc3)c(N)n2)cc1	96	-8	105	-5	5	/	1.1	6	0.94	-6
O=C(NCCC1=CCCCC1)C1CCN(S(=O)(=O)c2cccc3nonc23)CC1	102	-6	98	-21	21	-0.24	1.1	5	1.2	2
O=C(CNC(=O)c1ccc(Br)cc1)OCc1cc([N+](=O)[O-])cc2c1OCOC2	100	-6	96	-23	23	0.84	1.1	4	0.93	4
COc1ccc(NS(=O)(=O)c2ccc3c(c2)oc(=O)n3C)c(OC)c1	100	-1	97	8	-8	/	1	9	1	3
CC(C)c1onc(C(=O)N2CCN(Cc3ccccc3)CC2)c1[N+](=O)[O-]	98	-4	105	-18	18	-0.34	1	3	0.82	-6
CCOCCCNC(=O)C(NC(=O)Cc1cccs1)c1ccc(OC)cc1 (configuration not stated)	109	-7	100	6	-6	-0.0015	1.1	-3	1	-2
Cc1ccc(-c2csc(NC(=O)CSc3nc4ccccc4[nH]3)n2)cc1	92	-6	100	-17	17	0.063	1.1	9	1.3	0
O=C(CSc1ccc(F)cc1)Nc1ccccc1Br	95	-5	112	-24	25	-1.4	1.1	11	1.6	-13
O=C(c1cccs1)N1CCC(c2nc(-c3ccc(S(=O)(=O)N4CCOCC4)cc3)no2)CC1	86	-3	90	-8	8	0.042	1	20	0.61	11
COc1ccc(CNC(=O)CN(CC2CCCO2)C(=O)CNS(=O)(=O)c2ccc(F)cc2)cc1 (configuration not stated)	97	-7	90	-15	15	-0.64	1.1	8	1	9
CCC(CC)NC(=O)Nc1ccc(F)cc1F	94	-8	90	-12	11	2.3	1.1	18	1.1	11
CN(C)S(=O)(=O)c1cccc(C(=O)c2nccn2C)c1	97	2	107	13	-13	0.71	1	8	1.4	-5
COC(=O)NC(=S)N1CCOCC1	106	-6	95	-8	8	0.16	1.1	-2	1	6
O=C(Nc1ccccc1C(=O)N1CCCC1)c1ccc(Cl)c([N+](=O)[O-])c1	95	-1	97	-12	11	-0.91	1	8	0.9	2
Cc1ccc(-n2c(O)c(/C=C3/C(c4ccccc4)=Nc4ccccc43)c(=O)[nH]c2=O)cc1	121	-2	114	76*	-76	/	1	-25	1.2	-15
COc1ccc(-c2noc(CN3CCN(c4ccccc4)CC3)n2)cc1	104	-2	99	6	-6	/	1	5	1.1	1
Cc1onc(-c2c(Cl)cccc2Cl)c1C(=O)Nc1ccc2c(c1)OCO2	94	-4	98	-1	1	1.4	1	14	1	2
CC(C)Cn1cc(C(=O)NC2CCN(Cc3ccccc3)CC2)c2c3ccccc3n(C)c2c1=O	110	0	107	6	-6	-2.2*	1	-7	1.1	-8
O=C(CSc1nc(SCC(=O)NCc2ccccc2)n(-c2ccccc2)n1)NCc1ccccc1	101	-5	87	-1	1	-2.2	1	5	0.98	14

More structures follow:
Compound	STAT3 act	FLuc inh counter	STAT1 activator	APP transl inh	APP 5'UTR act	ROMK primary	FLuc act counter	STAT3 inh	NF-kB neuron act	STAT1 blocker
O=C(Cc1ccc(Cl)cc1)NNC(=O)Nc1cccc2ccccc12	112	-2	103	-19	19	-0.61	1	-6	1.1	-3
CCn1c(SCC(=O)Nc2cc(S(=O)(=O)N3CCOCC3)ccc2OC)nnc1-c1ccncc1	105	-3	102	4	-4	1.4	1	-1	1	-6
COCn1ccnc1C(O)(c1ccc(OC)cc1)c1ccc(OC)cc1	95	-4	113	14	-14	0.051	1	9	1.1	-15
NC(=O)c1oc2ccccc2c1NC(=O)C1COc2ccccc2O1 (configuration not stated)	83	-5	119	-24	24	-0.83	1	26	1.2	-23
O=c1cc(O)c(-c2cccc(C(F)(F)F)c2)c(Cl)[nH]1	98	0	95	13	-13	/	1	6	1.1	5
CC(=Nc1ccc(C)cc1C)c1sc2ccccc2c1O	71	85*	143*	-154	154*	-0.063	0.2	36	4.8*	-48
COc1ccc(OC)c(-c2csc(N(C)C(=O)Cc3ccccc3)n2)c1	87	-3	100	11	-11	-0.16	1	20	1	0
CC(C)(C)c1ccc(OC(=O)Cn2c(C(F)(F)F)nc3ccccc32)cc1	91	0	97	7	-7	-1.2	1	18	1.1	4
COc1ccc(CNC(=O)CCNS(=O)(=O)c2ccc(C)cc2)cc1	104	7	98	34	-34	-0.24	0.9	1	0.98	2
CCc1nc(SCC(=O)NCc2ccco2)c2c(=O)n(C)c(=O)n(C)c2n1	99	-5	96	15	-15	/	1.1	6	0.88	5
O=C(O)CSC(=S)N1CCCCC1	110	-6	100	-20	20	/	1.1	-11	1	0
CC1CCCCC1NC(=S)Nc1ccc(SC(F)F)cc1 (configuration not stated)	106	-5	102	-11	11	-1	1	-3	0.68	-2
CC(/C=N/NC(=O)c1sc(N)nc1C)=C\c1ccccc1	80	30	153*	-75	75	0.17	0.7	27	1.2	-53
CC(NC(=O)/C(=C\c1cccc([N+](=O)[O-])c1)NC(=O)c1ccco1)C(=O)O (configuration not stated)	102	-6	98	0	0	-0.96	1.1	5	0.96	2
Cc1cc(C(=O)NN)c2cc(Br)ccc2n1	98	-4	94	75*	-75	/	1	5	1.1	6
CCOC(=O)c1oc2ccccc2c1CN1CCN(c2ccccc2)CC1	99	-2	101	-5	5	-1.2	1	10	1	-2
O=C(OC(C(=O)NCC1CCCO1)c1ccccn1)c1cccs1 (configuration not stated)	95	-7	94	-2	2	0.02	1.1	4	1.2	6
COc1ccc2c(c1)c(CC(=O)Nc1ccccc1OC)c(C)n2C(=O)c1ccc(Cl)cc1	98	-3	99	-10	10	/	1	7	0.72	1
CC(C)(C)[C@H]1C=C(C(=O)N2CCN(Cc3ccccc3)CC2)O[C@@H](OCc2ccc(CO)cc2)C1	/	-11	111	0	0	/	1.1	/	0.79	-10
Cn1/c(=N\NC(=O)C2CCCCC2)sc2ccccc21	101	5	122	-10	10	0.0099	1	0	1.9	-24
COC(=O)c1cc(C#N)c(Oc2ccccc2OC)nc1C	98	-2	98	-2	2	/	1	8	1.3	2
Cc1cccc2cc(CN(CCCO)C(=O)Nc3cccc(Cl)c3)c(=O)[nH]c12	95	-1	90	0	0	-0.76	1	8	0.63	11
O=C(Nc1ccccc1C(=O)OCC(=O)c1c[nH]c2ccccc12)c1ccco1	116	2	104	-4	4	/	1	-12	0.57	-4
Cn1c(=O)n(C)c2cc([N+](=O)[O-])c(N3CCN(C(=O)c4cccc(F)c4)CC3)cc21	90	-9	88	1	-1	0.066	1.1	14	0.69	13
CCOC(=O)CN(C(=O)CSc1nnc2c(n1)[nH]c1ccc(OC)cc12)c1ccc(F)cc1	102	-4	105	-6	6	-0.0079	1	4	0.43	-6

Further results.
Compound	STAT3 act	FLuc inh counter	STAT1 activator	APP transl inh	APP 5'UTR act	ROMK primary	FLuc act counter	STAT3 inh	NF-kB neuron act	STAT1 blocker
CCn1c(C)[n+](CC)c2ccc(S(=O)(=O)NC)cc21	107	-4	98	-15	15	0.13	1	-7	1.2	1
CCOC(=O)c1ccccc1NC(=O)C1COc2ccccc2O1 (configuration not stated)	95	-2	116	13	-13	-0.5	1	11	1.7	-17
CCOC(=O)c1sc2nc(CC(=O)OC)nc(NCCN(CC)CC)c2c1C	100	-4	95	15	-15	-0.53	1	6	0.94	5
Cc1ccc(NC(=O)CCS(=O)(=O)c2cccc3nonc23)cc1	101	-3	102	5	-5	0.13	1	0	1.4	-2
COc1ccc(CC2(CO)CCN(Cc3cccnc3)CC2)cc1	96	-6	96	17	-17	/	1.1	8	1.2	3
CCOC(=O)c1[nH]c2cc3c(cc2c1NC(=O)CN1CCC2(CC1)OCCO2)OCO3	99	0	109	6	-6	0.082	1	4	0.8	-9
CCCn1c(C(Cc2ccccc2)NC(=O)COC)nc2ccccc21 (configuration not stated)	102	-10	89	-2	2	/	1.1	7	1.1	13
CC(=O)/C(CN1CCCCC1)=N\O	96	-7	94	-5	5	/	1.1	8	1	6
O=C(c1ccc2c(c1)N(Cc1ccccc1)C(=O)CS2)N1CCOCC1	103	-5	102	-8	8	/	1.1	1	1.3	-2
CC(NC(N)=O)C(=O)OCc1ccc(Cl)cc1Cl (configuration not stated)	104	-3	101	2	-2	0.21	1	-3	0.95	-5

This is a random part of the collection; about 7.1% have a hit in one of these screens.
